Hck Nef HTS – blocks Nef-activated human Hck kinase | Recombinant Hck-YEEI plus Nef, Z-Lyte FRET kinase assay | inhibition, % at 20 µM | hit rate 0.68% among 220,000;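 active means Hck-Nef kinase inhibition above about 50%, limit read from the data; inactive means inhibition below that limit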;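 further: 0% = DMSO with Hck plus Nef and 100% = Hck alone without Nef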
Runt-CBFb FRET – blocks binding of human RUNX1 Runt domain to CBFb; hit rate 0.46% among 220,000; Q01196+Q13951; Cerulean-Runt/Venus-CBFb FRET ratio 530/480, 1 h; inhibition, % at 20 µM;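 active means inhibition over about 50% at 20 µM in the single-dose screen, limit read from the data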;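 further: 0% = DMSO wells and 100% = excess unlabeled CBFb competitor control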
Target sequence (Q01196 whole entry, looked up, the tested form may be a part): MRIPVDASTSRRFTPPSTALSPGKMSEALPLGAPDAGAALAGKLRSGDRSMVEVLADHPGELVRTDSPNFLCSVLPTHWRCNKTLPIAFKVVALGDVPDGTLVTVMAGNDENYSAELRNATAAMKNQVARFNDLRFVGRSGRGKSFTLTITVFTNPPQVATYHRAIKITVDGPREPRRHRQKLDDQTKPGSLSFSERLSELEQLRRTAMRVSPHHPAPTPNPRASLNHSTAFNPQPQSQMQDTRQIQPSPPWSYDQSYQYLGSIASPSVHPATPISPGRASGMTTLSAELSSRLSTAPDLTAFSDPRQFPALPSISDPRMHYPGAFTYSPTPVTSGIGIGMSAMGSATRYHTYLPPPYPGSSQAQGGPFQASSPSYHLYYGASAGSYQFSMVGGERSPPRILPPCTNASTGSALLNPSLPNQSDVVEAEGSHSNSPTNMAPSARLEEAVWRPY
Target sequence (Q13951 whole entry, looked up, the tested form may be a part): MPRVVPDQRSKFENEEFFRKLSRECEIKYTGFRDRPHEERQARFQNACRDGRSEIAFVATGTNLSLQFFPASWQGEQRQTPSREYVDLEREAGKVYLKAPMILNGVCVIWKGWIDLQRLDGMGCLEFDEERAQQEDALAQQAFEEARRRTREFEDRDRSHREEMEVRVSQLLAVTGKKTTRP
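Measured by: fluorescence energy transfer, 422 nm excitation, 530/480 nm emission; test system: Cerulean-tagged RUNX1 Runt domain (FRET donor) fusion protein; buffer or medium: Tris pH 7.5 buffer with BSA; compound: one dose, 20 µM compound, 1% DMSO; times: two 1 h room-temperature incubations shielded from light; benchmarks: unlabeled CBFb 5 µM, positive control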
NCF1 inh – blocks human p47phox regulatory protein of NADPH oxidases | p47phox/p22phox peptide binding, fluorescence polarization, 2 h | inhibition, % at 24.7 µM | hit rate 0.53% among 220,000 | AID 1274;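 active means inhibition above about 30%, limit read from the data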;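 further: 0% = p47phox with labelled peptide and 100% = labelled peptide alone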
Target sequence (P14598 whole entry, looked up): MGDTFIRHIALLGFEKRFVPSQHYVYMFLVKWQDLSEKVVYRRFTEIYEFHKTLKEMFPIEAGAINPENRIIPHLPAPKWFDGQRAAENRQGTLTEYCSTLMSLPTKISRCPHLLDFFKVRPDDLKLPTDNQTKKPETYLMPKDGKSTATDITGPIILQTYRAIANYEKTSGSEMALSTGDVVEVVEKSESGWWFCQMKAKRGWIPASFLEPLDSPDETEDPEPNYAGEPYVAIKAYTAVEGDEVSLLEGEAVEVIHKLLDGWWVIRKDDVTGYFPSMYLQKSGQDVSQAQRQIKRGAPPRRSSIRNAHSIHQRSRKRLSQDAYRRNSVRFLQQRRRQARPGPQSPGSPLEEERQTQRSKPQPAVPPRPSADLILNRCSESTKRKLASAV
14-3-3 Bad PPI – disrupts binding of bovine 14-3-3 zeta to phospho-Bad peptide; TR-FRET 14-3-3zeta/Dy647-pBad peptide displacement, 1 h; inhibition, % at 21.7 µM; hit rate 0.71% among 220,000; AID 781;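 active means inhibition above about 70%, limit read from the data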;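 further: 0% = full 14-3-3 plus peptide FRET controls and 100% = background without 14-3-3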
Mdm2 ligase inh – inhibitors of human Mdm2 E3 ubiquitin ligase | Q00987 | cell-based MDM2 ubiquitination luciferase reporter, 2 h; 0 = plate control, 100 = twice control, blank-subtracted | signal enhancement, % at 5 µM | hit rate 0.11% among 210,000;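 active means signal enhancement of 30% or more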;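 further: luminescence tracks abundance of the self-degrading MDM2-luciferase fusion protein; higher signal means inhibition of MDM2 E3 ligase activity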
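Timing – 2 h compound exposure at 37 °C · Assay system – mammalian cells stably expressing self-ubiquitinating, self-degrading MDM2 E3–luciferase fusion · Amount – 2000 cells seeded into each well · Measure – % luminescence enhancement versus blank-corrected plate control mean · Measured by – SteadyLite luminescence, 15 min reagent step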
EBV gp42 inh – EBV gp42 inhibition | Q1HVG2 | Fluorescence polarization binding assay, mP read-out | inhibition, % (tested at 21.74 µM) | hit rate 0.42% among 220,000 | AID 1085; in the data active means inhibition above about 50%
zVAD death inh – blocks zVAD induced death of L929 cells | L929 zVAD necroptosis rescue, ATP luminescence, 24 h; with zVAD 60 µM | viability rescue, % at 10 µM | hit rate 0.38% among 220,000;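 active means activation, scaled between plate controls, above about 75%, limit read from the data; inactive means activation under that limit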;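 further: 0% = zVAD with DMSO and 100% = DMSO alone without zVAD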
TbHK1 inh – T. brucei hexokinase 1 inhibition; AID 1430; inhibition, % at 10 µM; recombinant TbHK1, G6PDH-coupled NADH A340; hit rate 0.11% among 220,000;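 active means inhibition of 50% or more in the single-dose primary screen; inactive means inhibition below 50%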
Runt-SMMHC FRET – inhibitors of human RUNX1 Runt domain binding to CBFb-SMMHC | Q01196+Q13951 | Cerulean-Runt/Venus-CBFb-SMMHC FRET ratio 530/480, 1 h | inhibition, % at 20 µM | hit rate 0.74% among 220,000 | AID 1434;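 active means mean inhibition across duplicate retests at 20 µM reaching about 50%, limit read from the data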;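 further: 0% = DMSO wells and 100% = wells with excess untagged CBFb-SMMHC; inhibitors lower the FRET ratio by blocking Runt binding to CBFb-SMMHC; some results filed as inactive read as strong as hits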
* hit, by the source's call; . = no result given; [ ] = dose if it differs, or a comment.

SMILES	Hck Nef HTS	Runt-CBFb FRET	NCF1 inh	14-3-3 Bad PPI	Mdm2 ligase inh	EBV gp42 inh	zVAD death inh	TbHK1 inh	Runt-SMMHC FRET
CN1CCN(C(=O)c2ccc(CS(=O)(=O)c3c(Cl)cccc3Cl)o2)CC1	22	.	-18	-5[fluorescence artefact?]	-27	-6	-0.4	-7	-2
CCN(CC(=O)Nc1cc(Cl)ccc1C)c1ncnc2sc(C)c(C)c12	3	-1	-20	1[fluorescence artefact?]	-6	-4	0.0	0	2
CCOc1ccc(OCC(=O)Nc2nccs2)cc1	19	-1	-5	-2	-82	-14	0.5	3	0
Cc1ccc[n+](-c2nc([O-])sc2/C=N/Nc2ccc([N+](=O)[O-])cc2)c1	27	6	-9	0	-10	33	-0.1	-15	-9
Cc1cc(CNC(=O)CC2C(=O)NCCN2Cc2ccc(-c3ccccc3)cc2)nn1C (centres undefined)	21	-4	7	-7	8	-4	0.3	-2	1
COC(CCN(C)C)(c1ccccc1)c1ccccc1	2	-1	-3	-2	-14	-8	-0.1	8	0
CCn1c(SCC(=O)Nc2ccccc2C)nc2nc3c(cc2c1=O)COC(C)(C)C3	4	-1	-8	-2	-7	-16	0.3	-10	2
Cc1cccc(NC2=CC(=O)CC(C)(C)C2)c1C	27	0	9	-3	-1	-2	6.3	-6	2
COc1ccc(/C=N/NS(=O)(=O)c2ccc(C)cc2)cc1OC(=O)c1ccc(C)cc1	4	-2	-11	-2	-18	-5	0.0	-12	-7
Cc1ccc2[nH]c3c(NCc4ccco4)ncnc3c2c1	10	1	-49	-6[fluorescence artefact?]	.	9	1.6	-10	2
O=C(CC(c1cccs1)S(=O)(=O)c1ccccc1)c1ccc(F)cc1 (centres undefined)	3	0	2	12	2	-18	0.7	-7	3
CSC1=N/C(=C\c2ccc(Br)o2)C(=O)S1	2	7	-25	-3	-5	9	-0.1	7	-3
O=C(c1ccc(CSc2ccc(Cl)cc2)cc1)N1CCOCC1	-4	-1	-1	-9	-25	-2	0.3	-2	2
Cc1ccc(NC(=O)CSc2nc3[nH]ncc3c(=O)[nH]2)c(C)c1	10	-2	.	-6	-4	-3	0.2	11	-1
CCCCOC(=O)c1ccccc1N1C(=O)C2C3CCC(C3)C2C1=O (centres undefined)	1	-2	2	-16[fluorescence artefact?]	8	-9	0.3	1	-3
CC1CCCCN1C(=O)CCc1nnc(Cc2c[nH]c3ccccc23)o1 (centres undefined)	17	-1	-7	-11	-17	-14	-1.1	-3	3
OCCN1CCN(C(=S)c2ccc(Cl)c(Cl)c2)CC1	2	41	1	-6	1	-11	-0.1	-3	34
O=C(C1CCC1)N1CCc2cc(S(=O)(=O)NC3CCCc4ccccc43)ccc21 (centres undefined)	1	7	-16	-3	-2	-5	0.9	-1	-1
CC(C)(C)c1nc2scc(-c3ccc(Cl)cc3)c2c(=O)o1	-2	-1	2	18	-16	-20	-0.8	-16	1
CCC(C(=O)Nc1ccncc1)c1ccccc1 (centres undefined)	2	-2	0	-3[fluorescence artefact?]	-9	-14	0.8	24	-1
COc1ccc(Nc2nc(C(=O)NCc3ccco3)cs2)cc1	29	2	3	0	.	2	-0.3	-8	4
Cn1c(NC(=O)c2ccc(S(=O)(=O)N3CCCCC3)cc2)cc(=O)n(C)c1=O	3	0	-15	-4	19	-14	0.6	-5	-3
COc1ccc(OC)c(NC(=O)CCN2CCN(Cc3ccccc3)CC2)c1	1	1	1	3	-18	-14	-0.3	6	2
O=C(O)C(CCCCN1C(=O)c2ccccc2C1=O)N1C(=O)c2ccccc2C1=O (centres undefined)	0	3	-24	8	-8	-31	-0.3	-2	1
CC(Nc1cccc(F)c1)C(=O)Nc1ccc(S(N)(=O)=O)cc1 (centres undefined)	19	-1	-6	-19	-29	-13	-0.9	-6	-2

Random excerpt: 2 records from the list.
SMILES	Hck Nef HTS	Runt-CBFb FRET	NCF1 inh	14-3-3 Bad PPI	Mdm2 ligase inh	EBV gp42 inh	zVAD death inh	TbHK1 inh	Runt-SMMHC FRET
CCOc1ccc(OCC(=O)Nc2nccs2)cc1	19	-1	-5	-2	-82	-14	0.5	3	0
Cn1c(NC(=O)c2ccc(S(=O)(=O)N3CCCCC3)cc2)cc(=O)n(C)c1=O	3	0	-15	-4	19	-14	0.6	-5	-3

Going on with the list.
SMILES	Hck Nef HTS	Runt-CBFb FRET	NCF1 inh	14-3-3 Bad PPI	Mdm2 ligase inh	EBV gp42 inh	zVAD death inh	TbHK1 inh	Runt-SMMHC FRET
Cc1ccsc1/C=C1/SC(N2CCOCC2)=NC1=O	5	3	-11	5	-3	-20	3.8	-25	3
CC(=O)NC(Cc1c[nH]c2ccccc12)C(=O)O (centres undefined)	11	-1	-6	2	5	-12	0.6	-8	-4
COc1ccc(C2CCCN2C(=O)c2cccs2)cc1 (centres undefined)	1	-2	-8	9	-3	-17	-0.2	-3	-54
CCOc1cc(C2C(C(=O)OC(C)C)=C(C)NC3=C2C(=O)CCC3)cc([N+](=O)[O-])c1O (centres undefined)	10	0	-12	-6	-17	8	-0.9	-12	-2
O=C(Oc1cccc2cccnc12)c1cccc(-n2cnnn2)c1	1	-1	-6	-4	10	-19	-0.2	-1	-1
Cc1cc(C)n2c(-c3ccccc3Cl)nnc2n1	1	-2	-5	1	5	5	0.0	0	-3
O=C(CC1SCCNC1=O)Nc1cccc([N+](=O)[O-])c1 (centres undefined)	15	0	-6	3	-80	-12	0.4	-6	3
O=C1CSC(c2ccccc2Br)N1c1ccc(Cl)cn1 (centres undefined)	-7	-2	4	-17	5	-5	0.2	1	0
CCN(CC(F)(F)C(F)F)S(=O)(=O)c1ccc(NC(=O)OC)cc1	0	0	-11	4	-10	-4	0.1	5	4
O=C(C1=C(O)C(=O)N(Cc2ccco2)C1c1cccs1)c1cccs1 (centres undefined)	4	8	-12	2	-7	6	0.7	-21	3
CCOc1cccc2sc(=NC(=O)c3ccco3)n(CC(=O)OC)c12	-1	1	-4	-3	-8	6	0.3	-66	0
O=C(Nc1ccccc1)NC1(C(=O)NCc2cccs2)CCCCC1	-1	2	-6	-8[fluorescence artefact?]	-7	-3	-0.2	2	1
CCOC(=O)N1CCC(NC(=O)c2cc(S(=O)(=O)N3CCOCC3)ccc2F)CC1	-2	2	-8	4[fluorescence artefact?]	-8	-7	-0.4	-1	5
CC(=O)N1N=C(c2ccc(Br)cc2)OC12CCCC2	18	-1	-4	1	-25	-13	0.4	-9	-2
Cn1c(SCc2nc3ccccc3n2CCO)nc2ccccc21	-1	-1	-11	0	10	-21	-0.7	0	1
O=C(O)c1ccn(COc2ccc(Br)cc2)n1	14	-2	-6	5	-13	-2	1.4	3	-1
Cc1[nH]c(=O)[nH]c(=O)c1S(=O)(=O)N1CCCC(C(=O)N2CCC(Cc3ccccc3)CC2)C1 (centres undefined)	-5	1	-16	6	-9	-3	2.6	-4	4
Cc1ccc(CNC(=O)C(=O)NCC2OCCN2S(=O)(=O)c2cccs2)cc1 (centres undefined)	3	-1	-11	2[fluorescence artefact?]	.	3	2.8	0	1
CC(C)n1c(C(=O)OCC(=O)NCc2ccc3c(c2)OCO3)cc2occc21	3	2	-13	27	-12	-19	1.0	2	-1
N#Cc1c(-c2ccco2)nc(SCc2ccc(F)cc2)[nH]c1=O	-26	3	-13	17	-5	0	0.0	3	-2
O=C(OCc1cn(-c2ccc(Cl)cc2)nn1)c1ccccc1	1	0	-7	9	-6	3	0.0	-3	2
CCC(C)[C@H](NC(=O)N1CCC(C)CC1)C(=O)OC (some centres undefined)	6	-1	-17	-1	-1	-14	0.1	-4	2
c1cc2c(cc1C1=NNC(=NC3CC3)SC1)OCCO2	20	8	-1	-11	-93	-24	-0.2	-10	0
CC(CCc1ccccc1)NC(=O)CSc1cccc[n+]1[O-] (centres undefined)	15	0	21	-4	-3	0	0.6	3	0
CC(C)c1ccc(Nc2c([N+](=O)[O-])c(=O)n(C)c3ccccc23)cc1	1	-2	-9	8	-15	4	0.9	-4	-1
COc1ccc(/C=C(\NC(=O)c2ccc(OC)c(OC)c2)C(=O)NCCc2c[nH]c3ccccc23)cc1	2	-4	-7	-13	-8	4	0.5	-8	-2
CCOc1ccc2cc(C#N)c(SCC(=O)NC(C)CC)nc2c1 (centres undefined)	0	1	-49	-13[fluorescence artefact?]	20	-40	0.8	-1	4
Cc1nc(SC2C=CS(=O)(=O)C2)n[nH]1 (centres undefined)	0	4	-7	64	-22	-12	-0.2	-4	-6
CCNC(=S)N/N=C/c1ccc(OCc2ccc(C(=O)OC)cc2)cc1	4	-2	-8	-5	6	-2	-0.2	-20	-2
Fc1ccccc1CSc1nnc(-c2cnccn2)n1Cc1ccco1	0	3	5	-3	-3	-3	-0.5	-1	2

Twelve consecutive entries out of the list so far, quoted:
SMILES	Hck Nef HTS	Runt-CBFb FRET	NCF1 inh	14-3-3 Bad PPI	Mdm2 ligase inh	EBV gp42 inh	zVAD death inh	TbHK1 inh	Runt-SMMHC FRET
CC(C)n1c(C(=O)OCC(=O)NCc2ccc3c(c2)OCO3)cc2occc21	3	2	-13	27	-12	-19	1.0	2	-1
N#Cc1c(-c2ccco2)nc(SCc2ccc(F)cc2)[nH]c1=O	-26	3	-13	17	-5	0	0.0	3	-2
O=C(OCc1cn(-c2ccc(Cl)cc2)nn1)c1ccccc1	1	0	-7	9	-6	3	0.0	-3	2
CCC(C)[C@H](NC(=O)N1CCC(C)CC1)C(=O)OC (some centres undefined)	6	-1	-17	-1	-1	-14	0.1	-4	2
c1cc2c(cc1C1=NNC(=NC3CC3)SC1)OCCO2	20	8	-1	-11	-93	-24	-0.2	-10	0
CC(CCc1ccccc1)NC(=O)CSc1cccc[n+]1[O-] (centres undefined)	15	0	21	-4	-3	0	0.6	3	0
CC(C)c1ccc(Nc2c([N+](=O)[O-])c(=O)n(C)c3ccccc23)cc1	1	-2	-9	8	-15	4	0.9	-4	-1
COc1ccc(/C=C(\NC(=O)c2ccc(OC)c(OC)c2)C(=O)NCCc2c[nH]c3ccccc23)cc1	2	-4	-7	-13	-8	4	0.5	-8	-2
CCOc1ccc2cc(C#N)c(SCC(=O)NC(C)CC)nc2c1 (centres undefined)	0	1	-49	-13[fluorescence artefact?]	20	-40	0.8	-1	4
Cc1nc(SC2C=CS(=O)(=O)C2)n[nH]1 (centres undefined)	0	4	-7	64	-22	-12	-0.2	-4	-6
CCNC(=S)N/N=C/c1ccc(OCc2ccc(C(=O)OC)cc2)cc1	4	-2	-8	-5	6	-2	-0.2	-20	-2
Fc1ccccc1CSc1nnc(-c2cnccn2)n1Cc1ccco1	0	3	5	-3	-3	-3	-0.5	-1	2

Screening data (PubChem BioAssay)
